Screens as filed in PubChem BioAssay.
SIRT5 block – blocks human SIRT5 desuccinylation of peptide. Q9NXA8. Purified SirT5, succinyl-peptide AMC, trypsin-coupled fluorescence. inhibition, % at 15 µM. 330,000 compounds, 1.1% hits. AID 652115; in the data active = inhibition above about 15%
Target sequence (Q9NXA8 whole entry, looked up): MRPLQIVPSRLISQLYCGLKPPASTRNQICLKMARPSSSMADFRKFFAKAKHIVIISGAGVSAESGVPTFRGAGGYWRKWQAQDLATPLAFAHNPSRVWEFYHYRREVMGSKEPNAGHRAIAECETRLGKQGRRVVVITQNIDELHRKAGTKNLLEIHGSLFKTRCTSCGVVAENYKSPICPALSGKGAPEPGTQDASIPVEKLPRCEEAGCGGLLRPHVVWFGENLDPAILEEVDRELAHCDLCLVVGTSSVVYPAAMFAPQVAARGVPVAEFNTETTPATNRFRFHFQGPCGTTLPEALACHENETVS
ERAP1 HTS inh – ERAP1 (human) enzyme inhibition; recombinant ERAP1, Leu-AMC fluorescence, 60 min; inhibition, % at 10.7 µM; 340,000 compounds, 0.15% hits; AID 652197;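 active = mean replicate inhibition of at least 30%, or all replicates individually reaching that 30% level; inactive = mean below 30% and not every replicate reaching it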;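 note: 0% = neutral control wells and 100% = L-leucinethiol positive control wells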
S100A4 MyoIIA – inhibitors of human S100A4 binding to myosin IIA peptide; P26447; S100A4/TAMRA-MyoIIA peptide fluorescence polarization; inhibition, % at 10.7 µM; 360,000 compounds, 0.14% hits; AID 652163;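 active = mean inhibition of at least 70% across replicates, with every replicate also reaching that level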
Target sequence (P26447 whole entry, looked up): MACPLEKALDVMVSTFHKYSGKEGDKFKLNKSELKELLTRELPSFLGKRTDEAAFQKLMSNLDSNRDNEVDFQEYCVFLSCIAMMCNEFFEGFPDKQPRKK
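Test system: S100A4 monomer protein. Medium: HEPES buffer with Ca2+, pH 7.2. Reagent: fluorescent myosin IIA peptide, 5 nM. Compound dosing: single-point compound testing. Timing: 5 min between mix addition and reading. Benchmarks: DMSO neutral and TFP positive wells.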
LGR2 inh – blocks bursicon-induced cAMP signaling via Drosophila LGR2; HEK293 LGR2, CRE-luciferase, bursicon-stimulated, 4 h; inhibition, % at 9.99 µM; 380,000 compounds, 0.35% hits; AID 720647;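 active = drop in luminescence signal, shown as inhibition above about 50% in the replicate tests, limit read from the data, passing the limit was not always enough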;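 note: agonist challenge used bursicon conditioned medium at about half maximal strength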
Statin myotox sup – protects C2C12 myotubes from simvastatin toxicity; 330,000 compounds, 0.78% hits; ATP luminescence, 48 h; scaled: DMSO 0, geranylgeraniol control 100; AID 602340; rescue of ATP level, % at 7.49 µM;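 active = mean ATP rescue above about 67%, or every replicate alone reaching that limit, limit read from the data, passing the limit was not always enough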;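 note: myotubes were challenged with 10 µM simvastatin during compound exposure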
PGC1a acetyl inh – lowers PGC1a acetylation signal in U2OS cells | AlphaScreen anti-acetyl-lysine; with virally co-expressed GCN5 acetyltransferase | inhibition, % at 15.6 µM | 350,000 compounds, 0.17% hits | AID 651687;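 active = every replicate shows inhibition of at least 40%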;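 note: 0% = neutral control wells and 100% = positive control wells; some results beyond the cut were filed as inactive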
XiGFP reactiv – reactivates the inactive X chromosome in mouse fibroblasts | 360,000 compounds, 0.055% hits | XiGFP mouse fibroblasts, % GFP-positive cells imaging, 3 d; cells co-treated with 5-aza-dC sensitizer; scaled so ellipticine positive control = 100% | activation, % at 7.58 µM | AID 743238;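 active = mean normalized replicate activation at least 10% and every replicate at or above 10%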;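 note: 0% = median of on-plate neutral control wells and 100% = ellipticine 6 µM median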
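Assay system – SV40-immortalized XiGFP fibroblast cells, line 68-5-11 · Buffer or medium – DMEM supplemented with 5-aza-dC as sensitizing agent · Dosing – one concentration, pinned · Benchmarks – positive control ellipticine, 6 µM final · Times – 3 days compound exposure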
Cneo AK release – Cryptococcus neoformans lysis via adenylate kinase release; C. neoformans lysis, adenylate kinase release luminescence, 4 h; normalised: neutral wells 0, clomiphene wells 100; lysis activity, % at 15 µM; 360,000 compounds, 0.2% hits; AID 651654;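 active = mean lysis activity across replicates of at least 80%, whatever share of replicates individually reach that level; inactive = mean lysis activity below 80%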
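Assay system: Cryptococcus neoformans yeast cells / Dosing: single-point compound dose / Timing: 4 h at 37 °C static, read 1 h later / Measured by: luminescence of released adenylate kinase using an AK detection reagent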
The depositor's hits bear a star; . = not tested or not shown. An excerpt. The share of hits here may be higher or lower than overall.

smiles	SIRT5 block	ERAP1 HTS inh	S100A4 MyoIIA	LGR2 inh	Statin myotox sup	PGC1a acetyl inh	XiGFP reactiv	Cneo AK release
C[C@@H]1CN([C@@H](C)CO)C(=O)c2ccccc2-c2ccccc2CO[C@@H]1CN(C)S(=O)(=O)c1ccc(F)cc1	-24	3	8	3	-1	3	-0.2	-1
CCC(CC)c1ncc[nH]1	2	-1	0	-4	6	.	0.0	-1
CC(=O)C[C@@H](O)CC(=O)[C@@H]1OC(=O)[C@H](C)CCCCc2ccccc21	2	-5	8	.	4	2	0.4	-4
COc1cc(/C=N/Nc2cc(C)nc(N)n2)ccc1O	6	1	2	-29	-1	5	0.1	0
Cc1noc(C)c1NC(=O)Nc1ccc2c(c1)C(=O)N([C@@H](C)CO)C[C@H](C)[C@@H](CN(C)C(=O)NC(C)C)O2	-6	-1	-1	27	-25	29	0.2	-1
CCCNC(=O)[C@@H]1[C@@H](CO)[C@@H]2Cn3c(ccc(C4=CCCC4)c3=O)[C@@H]2N1C(=O)CC	-8	1	-3	-9	-4	.	0.2	0
CO[C@H]1CN(C)C(=O)c2cc(NC(=O)C3CCCCC3)ccc2OC[C@H](C)NC[C@H]1C	2	-3	-6	9	2	-1	0.3	1
C[C@H]1CN([C@@H](C)CO)C(=O)c2cc(/C=C/c3ccccc3)cnc2O[C@@H]1CN(C)C(=O)c1ccc2c(c1)OCO2	-7	-1	9	-3	36	-11	0.3	2
Cc1cccc(-c2ncc(CN3CCCC(CO)(Cc4ccccc4C)C3)cn2)c1 (configuration not stated)	0	1	-2	18	.	.	0.2	.
COc1ccc(C2=Nc3ccccc3NC(=O)C2N(Cc2ccc(F)cc2)C(=O)c2ccco2)cc1 (configuration not stated)	-2	1	-2	-4	16	-10	-0.1	7
COCC(=O)N1[C@H](CO)[C@@H](c2ccc(-c3cccc(F)c3)cc2)C12CN(C(=O)C1CC1)C2	-3	.	-23	14	.	-2	0.2	.
CCC(C)NC(=O)C(NS(=O)(=O)c1ccc2c(c1)c(=O)n(C)c(=O)n2C)c1ccccc1 (configuration not stated)	-2	-2	4	1	-10	1	0.3	-9
O=C(CC1SC(N2CCOCC2)=NC1=O)Nc1cccc(C(F)(F)F)c1 (configuration not stated)	1	-2	-5	5	-2	4	0.5	0
Cc1ccc(Cn2ccc(NC(=O)c3noc4c3CCCCC4)n2)cc1	.	.	.	-23	2	0	.	3
Cc1ccccc1N1CCN(C2CCCN(C(=O)c3ccsc3)C2)CC1 (configuration not stated)	-1	2	-4	-14	-6	-7	0.7	-3
Cc1ccsc1C(=O)NCc1ccc(F)cc1	.	1	2	6	1	1	0.4	0
CCCC(=O)Nc1ccc2c(c1)C(=O)N(C)[C@H]1CC[C@@H](CC(=O)NCCCN(C)C)O[C@H]1CO2	-6	0	-8	-5	-1	1	0.0	-4
Cc1ccc(S(=O)(=O)N(C)C[C@@H]2OCCCC[C@@H](C)Oc3ccc(NS(C)(=O)=O)cc3C(=O)N([C@@H](C)CO)C[C@H]2C)cc1	2	0	0	-10	.	4	0.3	-2
CCCCCCCCN1C(=O)[C@@H](CC(=O)NCc2cccc(C(F)(F)F)c2)C[C@@]2(C(=O)OC)C1=C[C@H](C1CCCC1)O[C@@H]2C	.	0	0	3	.	.	0.0	.
N#C/C(=C\c1ccc(OCc2ccc(C(=O)O)cc2)cc1)C(=O)NCc1ccccc1	1	-12	-2	.	1	-7	0.0	0
Cc1cnc(NC(=O)CSc2nnc3ncccn23)s1	-1	3	-8	5	7	3	0.0	-3
O=C(O)C(=Cc1ccc([N+](=O)[O-])cc1)c1cccc(Cl)c1	0	4	6	-1	.	.	0.1	.
COc1ccc(CN(C)C[C@H]2Oc3c(NC(=O)CCCCCC(=O)Nc4ccccc4N)cccc3C(=O)N([C@@H](C)CO)C[C@@H]2C)cc1	7	-2	-23	18	.	-17	-0.5	.
CC(=O)Nc1cccc(C(=O)OCC(=O)NC(C)c2ccc(F)cc2)c1 (configuration not stated)	0	-4	-2	3	.	.	0.0	.
CN1CCN(C(=O)C[C@@H]2CC[C@@H]3[C@H](COc4ccc(NC(=O)C5CCCC5)cc4C(=O)N3C)O2)CC1	-1	1	-7	3	.	-5	0.1	.

Not a retest: an excerpt of the list.
smiles	SIRT5 block	ERAP1 HTS inh	S100A4 MyoIIA	LGR2 inh	Statin myotox sup	PGC1a acetyl inh	XiGFP reactiv	Cneo AK release
C[C@@H]1CN([C@@H](C)CO)C(=O)c2ccccc2-c2ccccc2CO[C@@H]1CN(C)S(=O)(=O)c1ccc(F)cc1	-24	3	8	3	-1	3	-0.2	-1
CCC(CC)c1ncc[nH]1	2	-1	0	-4	6	.	0.0	-1

More records follow:
smiles	SIRT5 block	ERAP1 HTS inh	S100A4 MyoIIA	LGR2 inh	Statin myotox sup	PGC1a acetyl inh	XiGFP reactiv	Cneo AK release
CCN(CC(=O)Nc1ccccc1C(F)(F)F)C(=O)Cc1sc(C)nc1-c1ccc(F)cc1	-5	-9	-1	-1	.	.	-0.1	.
O=C(CN1CCN(c2ccccc2)CC1)c1c[nH]c2ccccc12	-8	2	-2	-6	-29	-4	0.2	0
CCCCCCn1cc(CN2CC(N(C)C)CS2(=O)=O)nn1 (configuration not stated)	-3	-2	0	2	.	.	-0.1	.
COc1ccc(NC(=O)CNC(=O)Cc2ccccc2)cc1	-2	0	-1	-5	5	.	0.0	0
CSc1ncnc2c1ncn2CCCNCc1cccc2ccccc12	-2	.	-6	-1	14	.	0.0	0
CN(C(=O)CCS(=O)(=O)c1cc2c(cc1Cl)NC(=O)CO2)C1CCCCC1	-3	1	2	10	-10	11	0.2	0
Cc1ccc(CN(Cc2cc3cccc(C)c3[nH]c2=O)C(=S)NCCCN(C)C)cc1	-1	1	4	35	.	9	0.0	1
COc1ccc(-c2cn(CC[C@H]3CC[C@H](NC(=O)CCN4CCCCC4)[C@@H](CO)O3)nn2)cc1	-1	0	-1	3	-12	11	2.0	-3
C[C@H](CO)N1C[C@H](C)[C@@H](CN(C)C)Oc2ncc(-c3cccc(F)c3)cc2C1=O	-2	2	6	-15	9	5	-0.6	3
Cc1ccccc1S(=O)(=O)N1CCCCN2[C@H](CO)[C@H](c3ccc(C#CCN(C)C)cc3)[C@@H]2C1	1	1	3	6	-8	-11	0.0	1
CCCc1ccc(NC(=O)C2CCCN(c3cnccn3)C2)cc1 (configuration not stated)	-1	2	2	-5	-9	14	0.1	-1
O=C(NCc1cccc(C(F)(F)F)c1)C1CC(c2ccccc2C(F)(F)F)=NO1 (configuration not stated)	0	-3	-32	3	-26	.	0.2	3
COc1ccc(/C=C2\SC(=S)N(CC(=O)OCC(=O)Nc3ccc(C)cc3Cl)C2=O)cc1	.	1	-1	1	-2	-8	0.0	3
COc1ccc(C(NC(=O)CN2C(=O)NC3(CCc4ccccc43)C2=O)c2ccc(OC)cc2)cc1 (configuration not stated)	1	-9	0	-1	26	-2	0.6	0
O=C(Nc1nc(=O)n(C(=O)c2cccc(C(F)(F)F)c2)s1)c1ccccc1	-3	0	0	-5	-3	8	0.0	-7
O=C(Nc1cccc(F)c1)N1CCCCN2[C@H](CO)[C@H](c3ccc(C#Cc4cccnc4)cc3)[C@@H]2C1	6	-3	-4	-11	-28	4	0.0	1
COc1ccc(N(C(=O)/C=C/c2ccc(OC)c(OC)c2)C2=CC3CCC(C2)N3C)cc1 (configuration not stated)	-5	8	2	7	.	.	0.0	.
Cn1c2ccccc2c(=O)c2ccc(C#Cc3ccccn3)cc21	4	-5	0	-100	.	.	0.0	.
CCOC(=O)C1=C(C)N(CC(C)C)C(=O)C1	-1	-4	-2	-6	.	7	-0.1	.
Cn1c(=O)[nH]c(=O)c2c1nc(N1CCCCC1)n2CCSc1nc2ccccc2o1	-4	8	0	17	9	.	0.0	1
CCC(=O)N(C)C[C@@H]1Oc2ncc(-c3cccc(OC)c3)cc2C(=O)N([C@@H](C)CO)C[C@H]1C	-3	-2	1	-14	19	-1	0.6	-2
S=c1[nH]nc(-c2ccccn2)n1/N=C/c1cccc2ccccc12	-2	10	10	9	.	.	0.3	.
CC(C)c1ccc(C(=O)Nc2cccnc2)cc1	.	-6	-2	-25	-12	-18	0.0	-7
C[C@@H]1CN([C@H](C)CO)C(=O)Cc2cc(NC(=O)CCN3CCOCC3)ccc2O[C@H]1CN(C)Cc1ccccc1	4	4	-11	-11	-11	.	0.1	4
COc1ccc(C2=CSC3=NCCN23)cc1	1	1	-2	6	-3	4	0.1	3

A few values from the entries so far.
In S100A4 MyoIIA, CCC(C)NC(=O)C(NS(=O)(=O)c1ccc2c(c1)c(=O)n(C)c(=O)n2C)c1ccccc1 (configuration not stated) is listed with 4
In S100A4 MyoIIA, CSc1ncnc2c1ncn2CCCNCc1cccc2ccccc12 is listed with -6
In SIRT5 block, COCC(=O)N1[C@H](CO)[C@@H](c2ccc(-c3cccc(F)c3)cc2)C12CN(C(=O)C1CC1)C2 is listed with -3
In S100A4 MyoIIA, COc1ccc(CN(C)C[C@H]2Oc3c(NC(=O)CCCCCC(=O)Nc4ccccc4N)cccc3C(=O)N([C@@H](C)CO)C[C@@H]2C)cc1 is listed with -23

Carrying on.
smiles	SIRT5 block	ERAP1 HTS inh	S100A4 MyoIIA	LGR2 inh	Statin myotox sup	PGC1a acetyl inh	XiGFP reactiv	Cneo AK release
CN1C(=O)c2cc(NC(=O)C3CCOCC3)ccc2OC[C@@H]2O[C@@H](CC(=O)NCCc3ccncc3)CC[C@H]21	-3	-1	-3	4	-6	.	0.0	1
Cc1ccnc(NS(=O)(=O)c2ccc(NC(=O)CCS(=O)(=O)c3ccccc3)cc2)n1	1	12	-6	8	15	-1	0.0	.
O=C(O)c1cccc(NC(=S)NC(NC(=O)c2cccc([N+](=O)[O-])c2)C(Cl)(Cl)Cl)c1 (configuration not stated)	0	-11	-3	-10	4	2	-0.1	-2
CC(=C/c1ccco1)/C=N/NC(=O)Cc1cccn1C	1	0	-3	0	.	.	0.0	.
Cc1ccccc1S(=O)(=O)N1CCCCN2[C@H](CO)[C@H](c3ccc(-c4ccccc4)cc3)[C@@H]2C1	14	4	5	.	.	-4	.	-3
Cc1ccc(S(=O)(=O)N(C)C)cc1NC(=O)c1cc(S(=O)(=O)N2CCCCC2)ccc1N1CCOCC1	-4	3	-4	-1	-4	-2	0.0	5
c1ccc2c(c1)ccn1c(Cc3ccsc3)c(C3CCCCC3)nc21	-2	.	12	-5	.	.	0.0	.
Cc1ccc(SCCCCN2C(=O)NC(C)(C)C2=O)cc1	.	.	.	-14	-3	-4	.	-3
C[C@@H]1CN([C@@H](C)CO)C(=O)Cc2cc(NS(=O)(=O)c3ccc(Cl)cc3)ccc2O[C@@H]1CN(C)C	0	1	0	-22	6	-5	-0.8	0
CCOc1ccc(N(CC(=O)NCc2ccc(F)cc2)C(=O)c2snc(C(N)=O)c2N)cc1	0	5	1	2	-32	.	0.5	-3
CC(OC(=O)CN1C(=O)NC2(CCCC2)C1=O)c1ccc(F)cc1 (configuration not stated)	4	-2	-1	8	0	.	0.0	0
CC(=O)c1ccccc1OCCOc1ccccc1C(C)=O	2	-3	1	8	7	-9	0.2	0
Cc1nc2ccc(C(=O)OCc3nnc(-c4ccccc4)o3)cc2nc1C	-1	2	-5	-2	.	1	0.5	-2
COC(=O)C[C@@H]1CC[C@@H]2[C@@H](COc3ccc(NC(=O)c4cc(F)cc(F)c4)cc3C(=O)N2C)O1	.	.	.	16	-9	-22	0.1	-1
CCCCn1c(SCc2nnc(-c3ccccc3)o2)nc2c1c(=O)n(C)c(=O)n2C	.	.	.	-34	-18	2	.	6
